Screening results: PubChem BioAssay, several laboratories
HePTP inhibitor – human HePTP phosphatase inhibition. recombinant HePTP phosphatase activity, OD absorbance. 110,000 compounds, 0.64% hits. inhibition, % at 20 µM. AID 521; in the data active = inhibition above about 50%;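 note: plate controls were vehicle for no effect and reference inhibitor for full effect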
Target sequence (P35236 whole entry, looked up): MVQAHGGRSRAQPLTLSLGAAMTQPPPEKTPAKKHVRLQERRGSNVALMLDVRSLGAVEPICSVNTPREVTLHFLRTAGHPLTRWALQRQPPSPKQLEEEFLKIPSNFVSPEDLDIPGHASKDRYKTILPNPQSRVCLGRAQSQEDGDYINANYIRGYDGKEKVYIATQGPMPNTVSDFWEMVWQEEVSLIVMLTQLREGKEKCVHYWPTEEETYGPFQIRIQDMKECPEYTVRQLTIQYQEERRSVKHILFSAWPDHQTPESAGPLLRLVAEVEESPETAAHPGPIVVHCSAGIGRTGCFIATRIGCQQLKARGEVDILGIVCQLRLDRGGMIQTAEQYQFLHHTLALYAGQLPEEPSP
BAP1 inh – human BAP1 deubiquitinase inhibition | 72,000 compounds, 0.48% hits | Q92560 | AID 436 | activity remaining (% of control), % at 20 µM | recombinant BAP1, Ub-AMC hydrolysis fluorescence kinetic; active compounds read low;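 active = activity remaining at or below 50% of control, provided the compound also passes the data quality filters; inactive = the rest, including low values that fail the filters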;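 note: 100% = DMSO wells rate and 0% = substrate alone blank rate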
Target sequence (Q92560 whole entry, looked up): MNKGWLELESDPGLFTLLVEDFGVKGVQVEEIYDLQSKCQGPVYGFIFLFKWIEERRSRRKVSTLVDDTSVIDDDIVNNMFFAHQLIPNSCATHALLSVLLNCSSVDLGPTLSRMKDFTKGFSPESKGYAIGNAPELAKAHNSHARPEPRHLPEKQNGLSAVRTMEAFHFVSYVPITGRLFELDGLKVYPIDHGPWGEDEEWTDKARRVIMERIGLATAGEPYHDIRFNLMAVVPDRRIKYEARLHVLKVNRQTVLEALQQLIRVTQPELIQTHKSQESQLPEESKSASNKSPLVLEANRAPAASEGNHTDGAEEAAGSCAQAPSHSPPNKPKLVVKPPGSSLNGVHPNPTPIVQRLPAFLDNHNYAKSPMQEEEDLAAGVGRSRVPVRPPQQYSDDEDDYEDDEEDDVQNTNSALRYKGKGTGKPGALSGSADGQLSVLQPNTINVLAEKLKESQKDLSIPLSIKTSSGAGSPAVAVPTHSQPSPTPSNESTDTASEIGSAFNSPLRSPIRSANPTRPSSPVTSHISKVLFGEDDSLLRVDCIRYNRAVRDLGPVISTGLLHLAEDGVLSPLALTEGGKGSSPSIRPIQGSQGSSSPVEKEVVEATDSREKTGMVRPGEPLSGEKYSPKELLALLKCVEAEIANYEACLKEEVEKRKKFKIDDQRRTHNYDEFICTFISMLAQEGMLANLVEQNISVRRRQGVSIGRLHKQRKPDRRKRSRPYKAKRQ
Numbers without * were called inactive; nt = not tested or not shown; & = joins results of further samples.

# | Structure | HePTP inhibitor | BAP1 inh
1 | CC(C)(C)NC(=O)c1ccc(NC(=O)C2COc3ccccc3O2)cc1 (stereo unspecified) | 1 | nt
2 | CC1(C)CC(=O)C2=C(C1)OC(N)=C(C#N)C21CCN(C(=O)OCc2ccccc2)CC1 | 5 | 114
3 | CCn1c2ccccc2c2cc(C3C(C#N)=C(C)NC(C)=C3C#N)ccc21 | 11 | nt
4 | CS(=O)(=O)N(Cc1ccco1)CC(O)Cn1c2ccccc2c2ccccc21 (stereo unspecified) | 13&-8 | 99&95
5 | CCOc1ccccc1N1CCN(S(=O)(=O)c2cccc3nsnc23)CC1 | 14 | 118
6 | Cc1nc2ccc(-n3ccc(=O)cc3)cc2s1 | -6 | nt
7 | Cc1ccc(S(=O)(=O)N(C)CCCC(=O)NCc2ccc3c(c2)OCO3)cc1 | 12 | 95
8 | Cc1cccc(NC(=O)c2ncn[nH]2)c1C | -6 | nt
9 | O=C(CC(c1ccccc1)c1ccccc1)Nc1cccnc1 | 9 | nt
10 | CCn1c(NC(=O)Nc2ccccc2OC)nc2ccccc21 | -8 | nt
11 | O=C(/C=C/c1ccco1)Nc1ccc(NC(=O)c2ccc(Cl)cc2Cl)cc1 | -8 | nt
12 | CCc1cccc(CC)c1N(COC)C(=O)Cn1nnc2ccccc21 | 8 | 69
13 | CCCCn1c(=O)[nH]c(=O)c2c1nc(-c1ccncc1)n2CCOC | -12 | 99
14 | CCOc1ccc(S(=O)(=O)NCCC(=O)OC(C)C(=O)N2CCc3ccccc32)cc1 (stereo unspecified) | 3 | 103
15 | CN(C)c1ccc(/C=C2/SC(=S)N(Cc3ccccc3)C2=O)cc1 | 12 | nt
16 | COC(=O)C1C(=O)CC(C)(O)C(C(=O)OC)C1c1ccc(Br)cc1 (stereo unspecified) | 6 | nt
17 | COC(=O)c1ccc(C2C(C(=O)OCC(C)C)=C(C)NC3=C2C(=O)CCC3)cc1 (stereo unspecified) | -8 | nt
18 | Cc1ccc(CS(=O)(=O)CCC(=O)NCCCN2CCCC2)cc1 | 1 | 93
19 | CCCCCCn1c(CN2CCN(CCO)CC2)nc2c1c(=O)n(C)c(=O)n2C | -4 | 101
20 | O=C(Cn1nc(C(F)(F)F)c2c1CCCC2)NC1CCCC1 | 8 | 89
21 | COC(=O)c1cccc(NC(=O)CN2CCC(NC(=O)c3cc(OC)c(OC)c(OC)c3)CC2)c1 | 42 | 94
22 | NC(=O)c1ccsc1NC(=O)C1CCCCC1 | 5 | 93
23 | COC(=O)c1ccc(/C=C2\C(=O)NC(=O)N(c3ccc(Br)cc3)C2=O)cc1 | 9 | nt
24 | Cn1c(=O)c(N)c2c3c(cccc31)C(=O)c1ccccc1-2 | 0 | nt
25 | COc1ccc(NC(=O)c2oc3ccccc3c2C)c(OC)c1 | 2 | nt
26 | CCOc1ccccc1NC(=O)CSc1nnc(Cc2cccn2C)n1-c1ccc(F)cc1 | 5 | 89
27 | O=C(Cn1cccc1C(=O)c1ccccc1)NCc1cccs1 | -6 | 93
28 | Cc1ccc(C)c(S(=O)(=O)N2CCN(C)CC2)c1 | 3 | nt
29 | CN(C)CCCN1C(=O)C(=O)/C(=C(/O)c2ccncc2)C1c1cccc(Br)c1 (stereo unspecified) | -1 | 112
30 | C=CCN1CC(c2nc3ccccc3n2Cc2ccccc2)CC1=O (stereo unspecified) | 1 | 91

Next section; it opens with the 3 that closed the last part.
# | Structure | HePTP inhibitor | BAP1 inh
28 | Cc1ccc(C)c(S(=O)(=O)N2CCN(C)CC2)c1 | 3 | nt
29 | CN(C)CCCN1C(=O)C(=O)/C(=C(/O)c2ccncc2)C1c1cccc(Br)c1 (stereo unspecified) | -1 | 112
30 | C=CCN1CC(c2nc3ccccc3n2Cc2ccccc2)CC1=O (stereo unspecified) | 1 | 91
31 | O=C(O)/C=C\C(=O)N/N=C/c1ccccc1 | -8 | nt
32 | O=C(Nc1cccc(Cl)c1)Nc1nccs1 | 5 | 96
33 | CC1Cc2nc(SCC(=O)NC3CCCCC3)n(C)c(=O)c2S1 (stereo unspecified) | nt | 87
34 | S=C1NC(=S)/C(=C\c2ccc(-c3ccc(Br)cc3)o2)S1 | 93* | nt
35 | CCn1c2c(c3cc(Br)ccc31)CCCC2O (stereo unspecified) | 6 | 78
36 | Cc1ccc(C(=O)NC(C)(COc2nonc2C)COc2nonc2C)cc1 | 9 | 114
37 | CCOc1ccc(/C=C2/NC(=O)NC2=O)cc1Cl | 9 | nt
38 | O=C(NC1CCCC1)c1ccc(CS(=O)(=O)c2cccc(C(F)(F)F)c2)o1 | -8 | 97
39 | COC(=O)C(C)Sc1ncnc2c1nnn2-c1ccc(F)cc1 (stereo unspecified) | 6 | 123
40 | COc1ccc2ccccc2c1-c1nnc2ccc3ccccc3n12 | 48 | nt
41 | Cc1ccc([N+](=O)[O-])cc1N[C@@H]1OC[C@@H](O)[C@H](O)[C@H]1O | -14 | nt
42 | COc1cccc(/C=C2\SC(N)=NC2=O)c1OC | -3 | nt
43 | COC(=O)CCC(=O)Nc1ccc(Br)cc1 | -1 | 98
44 | COc1ccc(NC(=O)c2cc(C)on2)cc1OC | 6 | 92
45 | O=C(Oc1cccc(-c2cnc3ccccc3n2)c1)c1cccc(S(=O)(=O)N2CCOCC2)c1 | 7 | nt
46 | CCn1c(SCC(=O)NCc2ccco2)nnc1C(C)C | 15 | 100
47 | COc1cc(NC(=O)c2ccccc2Cl)ccc1NC(=O)c1ccco1 | 2 | nt
48 | CN1C(=O)OC(C)(CCc2ccccc2)C1(C)O (stereo unspecified) | -6 | 102
49 | Cc1cc(=O)[nH]c(SC/C=C/c2ccccc2)n1 | 3 | 70
50 | COc1ccc(C(=O)N/C(=C/c2ccc(-c3ccc(Cl)cc3)o2)C(=O)N(C)C)cc1 | -12 | nt
51 | COc1ccc(NS(=O)(=O)c2cc(C(=O)O)ccc2C)cc1 | 10 | 99
52 | CC(=O)C1=C(O)C(=O)N(CCCC(=O)O)C1c1ccc(Br)cc1 (stereo unspecified) | 2 | nt
53 | Cc1ccc(-c2nc3ccccc3s2)cc1NC(=O)c1cccc(I)c1 | 5 | nt
54 | Nc1nonc1N/N=C/c1ccc2nsnc2c1 | 4 | nt
55 | CN1CCc2c(sc3c2C(=O)NC(/C=C\c2ccc([N+](=O)[O-])cc2)N3)C1 (stereo unspecified) | -5 | nt
56 | CCOC(=O)CSc1cccc2cccnc12 | 0 | 51
57 | Cc1nnc(SCC(=O)NCc2ccc(Cl)cc2)[nH]c1=O | 11 | 130
58 | CC12C(=O)N(CCC(=O)O)C(=O)C1C1C=CC2C1 (stereo unspecified) | 5 | 99
59 | COc1ccc(CC(=O)Nc2ccc(-c3nc4ccccc4[nH]3)cc2)cc1OC | 3 | nt
60 | CC(C)(C)OC(=O)N1CCC[C@H]1c1nnc(SCc2c(Cl)cccc2Cl)o1 | -3 | 97
61 | COc1cc(/C=C2\C(=O)NC(=S)N(c3cccc(Br)c3)C2=O)cc(Cl)c1O | -4 | nt
62 | CN1CCO/C1=C(C#N)\C=C1\Nc2ccccc2C1=O | -14 | nt
63 | N#Cc1c(/N=C/c2ccco2)sc2c1CCCCC2 | 0 | 112
64 | COC(=O)Cn1c(=O)cnc2ccccc21 | 4 | 95
65 | CCOc1ccc(NC(=O)CSc2nc3c(c(=O)n2C)SC(C)C3)cc1 (stereo unspecified) | 8 | 78
66 | Cc1ocnc1C(=O)Nc1ccc(Cl)cc1 | 3 | 107
67 | CCC(Sc1nc2cc(OC)c(OC)cc2c2nc(C)nn12)C(=O)NCc1ccco1 (stereo unspecified) | 8 | 83
68 | COc1ccccc1Nc1nc(C2(C)CCC(=O)O2)cs1 (stereo unspecified) | 2 | 102
69 | CCOc1ccc(C(=O)Nc2cc3nn(-c4ccc(C)cc4)nc3cc2C)cc1[N+](=O)[O-] | 4 | nt
70 | CC(C)c1ccc(C(=O)CSc2ncn[nH]2)cc1 | 0 | 103
71 | O=C(O)CC1SC(=NC(=O)c2ccco2)N(c2ccccc2)C1=O (stereo unspecified) | 4 | nt
72 | CCC(C)C1C(C#N)=C(N)OC2=C1C(=O)CC(C)(C)C2 (stereo unspecified) | 3 | 87
73 | COc1cccc(-n2c(O)c(C=Nc3cc(OC)c(OC)c(OC)c3)c(=O)[nH]c2=O)c1 | -4 | nt
74 | COc1ccc(C(c2c(O)cc(C)oc2=O)c2c(O)cc(C)oc2=O)cc1 | 2 | nt
75 | Cc1ccc(OCC(=O)Nc2ccccc2CO)c(C)c1 | 0 | nt
76 | CCCC(c1nnnn1Cc1ccc(OC)cc1)N1CCN(c2ccccc2)CC1 (stereo unspecified) | 8 | 93
77 | O=C1NC(=S)NC(=O)C1=Cc1cc(Cl)c(OCc2ccccc2F)c(Cl)c1 | -2 | nt
78 | C=CCn1c(=O)c2ccccc2n2c(SCC(=O)c3ccccc3)nnc12 | 4 | 87
79 | COc1cccc(C2=NOC(C(=O)Nc3cc(C)nn3-c3ccccc3)C2)c1OC (stereo unspecified) | 6 | 96
80 | CCOC(=O)c1c(NC(=O)/C=C/C(=O)O)sc2c1CCC(C(C)(C)C)C2 (stereo unspecified) | 14 | nt
81 | COc1ccc(NC(=O)C2CSC3c4ccccc4C(=O)N23)cc1 (stereo unspecified) | -5 | 62
82 | Cc1ccccc1/C=N/Nc1ccc([N+](=O)[O-])cc1 | 4 | nt
83 | COC(=O)c1c(C)oc2ccc(OC(=O)C(C)(C)C)cc12 | 0 | nt
84 | CCOc1cc2[nH]c(=O)n(CCCCC(=O)NC3CCCCC3)c(=O)c2cc1OCC | 4 | nt
85 | COc1ccc(N(C(=O)COc2ccccc2)C2C=CS(=O)(=O)C2)cc1 (stereo unspecified) | 5 | 85
86 | COc1cc(NC(=O)c2cccs2)c(OC)cc1Cl | -5 | nt
87 | CC(=O)NC(C)c1ccc(Cl)c(Cl)c1 (stereo unspecified) | 4&-20 | 98
88 | CC1CCOP(=O)(C(Nc2ccc(Br)cc2)c2ccc(Br)cc2)O1 (stereo unspecified) | -1 | nt
89 | O=C(NCc1ccccc1)N1CCN(c2ccccc2F)CC1 | 5 | 86
90 | CC(=O)Nc1cc(-c2cccc(Br)c2)nn1-c1ccccc1 | 6 | nt

Copied from above for reference:
# | Structure | HePTP inhibitor | BAP1 inh
61 | COc1cc(/C=C2\C(=O)NC(=S)N(c3cccc(Br)c3)C2=O)cc(Cl)c1O | -4 | nt
62 | CN1CCO/C1=C(C#N)\C=C1\Nc2ccccc2C1=O | -14 | nt
63 | N#Cc1c(/N=C/c2ccco2)sc2c1CCCCC2 | 0 | 112
64 | COC(=O)Cn1c(=O)cnc2ccccc21 | 4 | 95

Later entries
# | Structure | HePTP inhibitor | BAP1 inh
91 | CCN(CCNC(=O)C1CCN(S(=O)(=O)c2cccc3cccnc23)CC1)c1ccccc1 | 7 | 88
92 | COC(=O)c1cccc2c1-c1ccccc1/C2=N/O | 4 | 97
93 | CCC1C(C#N)=C(SC)NC2=C1C(=O)CC(C)(C)C2 (stereo unspecified) | 3 | 92
94 | CNc1c(Cl)c(Cl)c(Cl)c2c1C(=O)c1ccccc1C2=O | -13 | nt
95 | CC1CCCCN1CCn1c(=S)[nH]c2ncccc2c1=O (stereo unspecified) | 11 | 88
96 | CCn1c(SCC(=O)N2CCCCC2)nnc1-c1ccc(S(=O)(=O)N2CCN(C)CC2)cc1 | -2 | 97
97 | COc1ccc(N2C3=[N+](CCCC3)CC2(C)O)cc1 (stereo unspecified) | 0 | nt
98 | O=C(c1cccc(S(=O)(=O)N2CCCCC2)c1)N1CCOCC1 | 10 | 104
99 | O=C1C(=O)N(c2cccnc2)C(c2ccc(Br)cc2)/C1=C(\O)c1ccc(Cl)cc1 (stereo unspecified) | 2 | 85
100 | Cc1nnc(SCc2ccccc2)[nH]c1=O | 5 | nt
101 | COC(=O)C1=C(N)Oc2cc(C)n(Cc3cccnc3)c(=O)c2C1c1cccc(OC)c1OC (stereo unspecified) | 10 | 120
102 | CCOC(=O)C1Cn2c(nc3c(c2=O)C2(CCCC2)Cc2ccccc2-3)S1 (stereo unspecified) | -2 | 23*
103 | CCOc1ccccc1N=CC1=C(O)CC(c2ccccc2)CC1=O (stereo unspecified) | 11 | nt
104 | COc1ccccc1C(=O)Nc1ccccc1N1CCN(S(C)(=O)=O)CC1 | 6 | 92
105 | COc1cc(C(=O)N2CCN(Cc3cccc(C(F)(F)F)c3)CC2)cc(OC)c1OC | -10 | nt
106 | CCCCn1c(=O)[nH]c(=O)c2c1nc(COc1ccc(C#N)cc1)n2CCC | 14 | 77
107 | N=C1C(c2nc3ccccc3c(=O)[nH]2)=C(O)CN1CCO | 7 | 106
108 | CC1(C)CC(=O)c2sc(NC(=O)CN3CCCCC3)nc2C1 | 6&-2 | 71
109 | Cn1c(=O)c2c(nc(NCc3ccccc3)n2Cc2ccccc2Br)n(C)c1=O | nt | 86
110 | Cc1cc(/C=N/O)c(C)c(COCc2cc(C)cc(/C=N/O)c2C)c1 | -8 | nt
111 | COc1ccc(C(=O)Nc2cccc(C(=O)Nc3cccc4ccccc34)c2)cc1[N+](=O)[O-] | nt | 215
112 | O=C(/C=C/c1ccc(OC2CSC2)cc1)c1ccc(Cl)cc1 | -9 | nt
113 | CCC(c1nnnn1C(C)(C)C)N1CCN(c2cc(Cl)ccc2C)CC1 (stereo unspecified) | 0 | nt
114 | NC1=NC(=O)C(CC(=O)Nc2ccccc2C(F)(F)F)S1 (stereo unspecified) | -3 | nt
115 | O=C(NCc1cccs1)C1CCC(CNS(=O)(=O)c2ccc(Br)s2)CC1 (stereo unspecified) | -2 | 85
116 | Cn1c(-c2ccccc2Br)n[nH]c1=S | 11 | nt
117 | O=[N+]([O-])c1ccc(C2Oc3ccccc3C3CC(c4ccccc4)=NN32)s1 (stereo unspecified) | 6 | nt
118 | CCOC(=O)c1c(NC(=O)c2cc(OC)c(OC)c(OC)c2)sc(C(=O)Nc2ccc(OC)cc2OC)c1C | -1 | nt
119 | COc1cc2ccccc2cc1C(=O)OCC(=O)N1CCOCC1 | 13 | nt
120 | Cn1c(COc2ccc(Br)cc2)nc2ccccc21 | nt | 84

Compounds were not picked by outcome. Share with any hit: about 0.79%.
